TrxR1 inh: inhibitors of rat thioredoxin reductase 1; hit rate 1% among 390,000; Potency, µM (highest dose often 114 µM), without a hit: at the top dose activity change, negative = inhibition, usual class: inhibitors; recombinant rTrxR1, NADPH fluorescence consumption, selenite substrate; O89049; note: % is set by controls: 0 for no effect and ±100 for the full control effect; nearly all actives have a fitted effect of over 65% in size
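Rat TrxR1 (90 nM in the dispensed reagent) was pre-reduced with 400 uM NADPH for 5 min at room temperature, then incubated with compound for 15 min. After 400 uM selenite was added, NADPH fluorescence (Ex 340/Em 450 nm) was followed for 8 min.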
PGK inhibitor: inhibitors of T. brucei phosphoglycerate kinase. P07378. PGK/GAPDH coupled, Kinase-Glo luminescence, 60 min. Potency, µM (highest dose often 57.5 µM), for the others: at the top dose activity change, negative = inhibition, usual class: inhibitors. hit rate 0.043% among 380,000. AID 602233; note: % is set by controls: 0 for no effect and ±100 for the full control effect; nearly all actives have a fitted effect of over 60% in size
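Luminescent ATP detection (Kinase-Glo Plus) follows a 60-minute room-temperature incubation, with wells lacking PGK as controls. Buffer: 100 mM TEA (pH 7.6), 5 mM MgCl2, 0.01% Tween-20. Coupling enzyme GAPDH (100 nM final) supplies unstable 1,3-BPG in-well.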
HP1b binding inh: blocks HP1-beta chromodomain binding to methylated histone tails | P83916 | AlphaScreen HP1-beta / biotin-H3K9me3 peptide binding | Potency, µM (series often up to 114 µM), inactives show top-dose activity change, negative = inhibition, most hits filed as inhibitors | hit rate 0.56% among 390,000 | AID 540317; note: nearly all actives have a fitted effect of over 70% in size; inactives centre near 23
Target sequence (P83916 whole entry, looked up): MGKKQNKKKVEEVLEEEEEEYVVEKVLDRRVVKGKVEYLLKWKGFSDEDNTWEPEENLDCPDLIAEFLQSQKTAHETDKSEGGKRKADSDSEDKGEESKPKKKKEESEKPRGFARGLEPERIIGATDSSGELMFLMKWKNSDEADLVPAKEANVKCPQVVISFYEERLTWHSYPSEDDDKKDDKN
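AlphaScreen: HP1-beta (50 nM) preformed 30 min with biotin-H3(1-18)K9me3 peptide (50 nM) in PBS pH 7.4, 0.01% Tween-20. Compound added for 30 min at RT, then streptavidin donor/nickel chelate acceptor beads (10 ug/mL) for 30 min.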
JMJD2A Tudor: blocks the human JMJD2A Tudor domain | AlphaScreen JMJD2A-Tudor / H3K4me3 peptide binding | Potency, µM (titrated, usually from 114 µM), for inactives: top-dose activity change, negative = inhibition, hits mostly inhibitors | hit rate 4.4% among 390,000 | AID 504339; note: % is set by controls: 0 for no effect and ±100 for the full control effect; nearly all actives have a fitted effect of over 50% in size
GLS inhibitor: blocks human kidney-isoform glutaminase activity; AID 624170; Potency, µM (doses to about 45.5 µM), inactives show at the highest dose activity change, negative = inhibition, actives largely listed as inhibitors; hit rate 0.21% among 410,000; GLS enzymatic activity, qHTS titration; O94925; note: % is set by controls: 0 for no effect and ±100 for the full control effect
Target sequence (O94925 whole entry, looked up, canonical isoform): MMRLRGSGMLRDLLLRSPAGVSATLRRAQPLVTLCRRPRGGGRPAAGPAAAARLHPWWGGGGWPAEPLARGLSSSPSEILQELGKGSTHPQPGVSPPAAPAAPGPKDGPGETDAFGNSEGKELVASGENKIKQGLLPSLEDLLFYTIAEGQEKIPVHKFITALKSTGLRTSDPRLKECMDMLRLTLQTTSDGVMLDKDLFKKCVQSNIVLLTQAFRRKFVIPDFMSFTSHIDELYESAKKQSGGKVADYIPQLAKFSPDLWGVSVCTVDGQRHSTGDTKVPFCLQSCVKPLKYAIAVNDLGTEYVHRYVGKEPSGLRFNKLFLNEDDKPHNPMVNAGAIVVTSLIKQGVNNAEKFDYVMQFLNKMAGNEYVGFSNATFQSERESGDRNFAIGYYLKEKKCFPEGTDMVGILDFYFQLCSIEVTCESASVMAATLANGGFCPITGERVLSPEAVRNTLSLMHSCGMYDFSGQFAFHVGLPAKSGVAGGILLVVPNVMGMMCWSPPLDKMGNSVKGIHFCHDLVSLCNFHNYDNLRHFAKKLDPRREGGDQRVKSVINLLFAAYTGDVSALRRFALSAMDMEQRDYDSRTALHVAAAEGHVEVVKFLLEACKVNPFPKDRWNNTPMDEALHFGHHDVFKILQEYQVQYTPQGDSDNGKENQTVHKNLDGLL
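hKGA in 45 mM KH2PO4 (pH 8.2), 0.02% Tween-20 with compound, then 1mM L-Glutamine (stock as added) plus glutamate oxidase/HRP/Amplex red coupling mix. Fluorescence read initially and after 30 min at RT; signal change reflects glutamate formation.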
Pin1 inhibitor: human Pin1 inhibition; Pin1 FP peptide displacement, HiFluor488, 10 min; hit rate 0.009% among 390,000; Q13526; Potency, µM (highest dose often 115 µM), inactives show at the highest dose activity, negative = inhibition, actives largely listed as inhibitors; AID 504891; active = well fitted inhibition curve with a large enough effect in the polarisation, with a control signal flat, not every such curve was filed as active; inconclusive = small, poorly fitted or top-dose-only effect, or effect the other way, or a change in a side signal; inactive = no such curve, though single readings can be large or run the other way; the % refers to the polarisation; note: % is set by controls: 0 for no effect and ±100 for the full control effect
ALOX12 inh: blocks human arachidonate 12S-lipoxygenase; AID 1671190; P18054; purified 12hLO, xylenol orange hydroperoxide absorbance; Potency, µM (top dose mostly 108 µM), for inactives: top-dose activity change, negative = inhibition, hits mostly inhibitors; hit rate 1.1% among 580,000; note: % is set by controls: 0 for no effect and ±100 for the full control effect
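Hydroperoxide product was detected by ferrous iron/xylenol orange as the 573 to 405 nm absorbance ratio. Arachidonic acid at 40 uM (final) was turned over for 30 min at room temperature by 150 nM human 12hLO, pH 7.0 Hepes buffer, after 15 min compound preincubation.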
ERG-DNA inh: blocks human ERG Ets domain binding to DNA; P11308; fluorescence polarization, His-ERG Ets domain / labelled DNA; Potency, µM (titrated, usually from 76.9 µM), for inactives: top-dose FP activity, negative = inhibition, usual class: inhibitors; hit rate 0.028% among 370,000; AID 624246; active = well fitted inhibition curve with a large enough effect in the polarisation, with a control signal flat; inconclusive = small, poorly fitted or top-dose-only effect, or effect the other way, or a change in a side signal; inactive = no such curve, though single readings can be large or run the other way; the % refers to the polarisation;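 note: polarization taken with two DNA probes labelled with fluorescein and Texas red; % of control where 0% means no effect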
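His-tagged ERG Ets domain (1 uM in the protein solution; 300mM KCl, 50mM Tris-HCl, 1mM EDTA, 1mM DTT, pH 7.5) received compound, then a probe mix of 5 nM fluorescein-DNA and 100nM Texas-615-DNA. Fluorescence polarization was read for both dyes.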
RGS4 inh: blocks human RGS4-accelerated GTP hydrolysis. AID 504845. hit rate 0.039% among 390,000. Transcreener GDP fluorescence polarization, RGS4-accelerated GTP hydrolysis. Potency, µM (doses to about 114 µM), for the others: at the highest dose activity change, negative = inhibition, actives largely listed as inhibitors. P49798; note: % is set by controls: 0 for no effect and ±100 for the full control effect; nearly all actives have a fitted effect of over 75% in size; some results filed as inactive show a strong effect at the top dose
Target sequence (P49798 whole entry, looked up): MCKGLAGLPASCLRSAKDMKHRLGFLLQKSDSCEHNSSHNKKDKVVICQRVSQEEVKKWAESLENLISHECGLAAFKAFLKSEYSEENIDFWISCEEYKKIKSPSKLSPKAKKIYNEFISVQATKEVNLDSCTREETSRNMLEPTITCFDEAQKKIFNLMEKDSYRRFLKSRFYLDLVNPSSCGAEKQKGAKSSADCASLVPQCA
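MLSMR compounds (23 nl, pin-transferred) preincubated 10 min at room temperature with a 500nM (2x) first reagent, then RGS4 at 900nM (2x) plus Transcreener GDP mix added; fluorescence polarization (620/688 nm) read before and after 90 min at 30 °C.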
The depositor's hits bear a star; i = inactive; ? = inconclusive; . = no result given; & = joins results of further samples; [ ] = another dose, or the depositor's remark. Unless noted, calls come from the whole dose curve; as a rule, active = well fitted curve in the direction sought with a large enough effect; inconclusive = small, poorly fitted or top-dose-only effect, or another doubt; inactive = no such curve, though single readings can be large; an effect the other way counts as inactive or inconclusive. Potency is the fitted concentration of half-maximal effect.

The first seven compounds as a preview:
Under each structure – ERG-DNA inh, ALOX12 inh, TrxR1 inh, GLS inhibitor, Pin1 inhibitor, HP1b binding inh, RGS4 inh, PGK inhibitor, JMJD2A Tudor
CCOC(=O)c1ccc(NC(=O)CC2C(=O)N(c3cccc(OC)c3)C(=O)N2Cc2cccnc2)cc1 (configuration not stated)
 : 2%, -27%, 29%, -2%, -6%, 18%, 10%, i, -15%
COc1ccccc1OCC(=O)NCC1CCCN(Cc2cnn(C(C)C)c2)C1 (configuration not stated)
 : 12%, 320%[activator], -4%, 2%, -9%, 5%, -1%, -2%, -18%
COc1ccc(S(=O)(=O)N2CCOCC2)cc1C(=O)N(C)Cc1ccco1
 : 14%, -2%, -5%, -6%, -2%, 48%[activator], 2%, -5%, -7%
O=C(O)CCNS(=O)(=O)c1cccc(Br)c1
 : -1%, 0%, 27%, -2%, 0%, 23%, 1%, -9%, -8%
CC(C)C1CCN(C(=O)C2CCC(=O)N(CCc3ccc(Cl)cc3)C2)CC1 (configuration not stated)
 : -8%, 9%, -1%, 0%, 14%, 29%, 2%, -5%, -12%
CCC(C)[C@H](NC(=O)N1CCCC1)C(=O)O (some centres not stated)
 : ., -2%[57.4 µM], 13%, -1%, -7%, 26%, -5%, -6%, -17%
CC(c1nccs1)N(C)C(=O)CCc1nnc(CCc2ccccc2)o1 (configuration not stated)
 : -1%, 2%, 8%, 12%, 0%, 34%, 9%, 3%, -10%

The listing (from the top)
Under each structure – ERG-DNA inh, ALOX12 inh, TrxR1 inh, GLS inhibitor, Pin1 inhibitor, HP1b binding inh, RGS4 inh, PGK inhibitor, JMJD2A Tudor
CCOC(=O)c1ccc(NC(=O)CC2C(=O)N(c3cccc(OC)c3)C(=O)N2Cc2cccnc2)cc1 (configuration not stated)
 : 2%, -27%, 29%, -2%, -6%, 18%, 10%, i, -15%
COc1ccccc1OCC(=O)NCC1CCCN(Cc2cnn(C(C)C)c2)C1 (configuration not stated)
 : 12%, 320%[activator], -4%, 2%, -9%, 5%, -1%, -2%, -18%
COc1ccc(S(=O)(=O)N2CCOCC2)cc1C(=O)N(C)Cc1ccco1
 : 14%, -2%, -5%, -6%, -2%, 48%[activator], 2%, -5%, -7%
O=C(O)CCNS(=O)(=O)c1cccc(Br)c1
 : -1%, 0%, 27%, -2%, 0%, 23%, 1%, -9%, -8%
CC(C)C1CCN(C(=O)C2CCC(=O)N(CCc3ccc(Cl)cc3)C2)CC1 (configuration not stated)
 : -8%, 9%, -1%, 0%, 14%, 29%, 2%, -5%, -12%
CCC(C)[C@H](NC(=O)N1CCCC1)C(=O)O (some centres not stated)
 : ., -2%[57.4 µM], 13%, -1%, -7%, 26%, -5%, -6%, -17%
CC(c1nccs1)N(C)C(=O)CCc1nnc(CCc2ccccc2)o1 (configuration not stated)
 : -1%, 2%, 8%, 12%, 0%, 34%, 9%, 3%, -10%
COc1ccc(/C=N/Nc2nncc3ccccc23)cc1
 : 20%, ?, 21%, 0%, 4%, 27%, 4%, ?, 28µM*
CC(C)(C)NCc1cc(Br)ccc1OCc1cccs1
 : -2%, -17%, -10%, 2%, 5%, 6%, -21%, -6%, -19%
NC(=O)NN=C1C2CCCC1C(c1ccccc1)NC2c1ccccc1 (configuration not stated)
 : -2%, 0%, 13%[57.1 µM], -5%, 4%, -7%, -4%, -4%, -29%
COc1cc(C(=O)Nc2cc(S(=O)(=O)N3CCOCC3)ccc2N2CCOCC2)ccc1OC(F)F
 : 16%, 23%, 37%[activator], 1%, -3%, 2%, 2%, -14%, -10%
Cc1nc2nc[nH]n2c(=O)c1NS(C)(=O)=O
 : 0%, ?, 1%, 26%, -1%, 15%, -2%[11.4 µM], -7%, 8%[11.4 µM]
O=C(c1cncc(Br)c1)N1CCN(S(=O)(=O)c2ccccc2)CC1
 : 8%, ?, 8%, 1%, 1%, 0%, 3%, -7%, -17%
CCOc1cc(-c2noc(CCC(=O)NCCc3ccccc3)n2)ccc1OC
 : -8%, 0%, 2%[57.1 µM], 2%, -2%, 36%, -31%, -9%, -5%
O=C(Nc1ccc(N2CCOCC2)c2nonc12)C1CCCC1
 : 12%, -12%, 3%, 10%, 2%, ?, -39%[11.4 µM], -8%, -16%[11.4 µM]
O=C(Nc1ccc(Oc2ccccc2)cc1)c1ccc(F)c(S(=O)(=O)N2CCN(c3cccc(Cl)c3)CC2)c1
 : 4%, ?, 25%[57.1 µM], -3%, 12%, 14%, 26%, -10%, -11%
Cc1ccc(/C(=C\CN2CCCC2)c2ccccn2)cc1
 : -6%, 0%, 22%[57.1 µM], 6%&12%, -9%, ., 1%[56.9 µM], i, -6%
O=C1NC(=O)C(c2cccs2)(c2cccs2)N1
 : 19%, -5%, 3%, 0%, 2%, 18%, -2%, -8%, -10%
COc1ccc(NC(=O)CCc2ccccc2)cc1S(=O)(=O)N1CCCCC1
 : 7%, 358%[activator], -11%, -1%, -1%, 29%, -1%, -8%, -11%
COc1cc(OC)cc(C(=O)NNC(=O)CN2C(=O)NC3(CCCC3)C2=O)c1
 : -13%, 28%, 14%, 18%, -8%, 37%, 11%, -9%, -3%
COc1ccc(/C=N/Nc2nc3ccccc3c(=O)[nH]2)cc1
 : -6%, 13%, -12%, 2%, 1%, 39%, -7%, i, -14%
CCOc1ccccc1NC(=O)CSc1nc2c(sc3ccccc32)c(=O)n1CCCC(=O)NC1CCCC1
 : -1%, ?, 12%, -1%, 2%, 26%, -3%, 12%, -11%
N#Cc1ccc(C(=O)NN2C(=O)NC3(CCCCC3)C2=O)cc1
 : 6%, -26%, 5%, -6%, 2%, 11%, 27%, -5%, -10%
CCN(CC)C(=O)CSc1ccccc1N
 : -4%, 0%, -4%, 21%, -4%, 38%, -5%, 0%, -4%
COC(=O)c1ccc(OCC2c3cc(OC)c(OC)cc3CCN2C(=O)c2ccccc2F)cc1 (configuration not stated)
 : -1%, -14%, 17%[57.1 µM], 6%, 8%, 21%, 2%, -3%, -28%
CCOc1ccccc1OCC(=O)N/N=C(\C)Cc1ccc(OC)cc1
 : ., -11%, -16%, -3%, 0%, 29%, 4%, -7%, -9%
CCC(=O)N1c2ccccc2[C@@H](N(C(C)=O)c2ccccc2)C[C@H]1C
 : 2%, 0%, 4%, 1%, 4%, 62%[activator], -22%[56.9 µM], i, -8%[57.1 µM]
Cc1csc(NC(=O)c2ccc(S(=O)(=O)N3CCCC3)cc2)n1
 : -3%, -9%, 8%, -9%, -1%, 50%[activator], -33%, -6%, -5%
O=C1OCCN1C(=O)[C@H]1[C@H](c2ccc(Cl)cc2)C(c2cccc(Cl)c2)=NN1c1ccc(Br)cc1
 : 27%, ?, 146%[activator], -3%, 34%[activator], 194%[activator], -5%, -7%, 94%[activator]
C=CCOc1ccc(C=Nc2cccc(Cl)c2)c(O)c1
 : -2%, 11%, 11%[0.0914 µM], 4%, 3%, 14%, -38%, -7%, ?
COC(=O)c1ccc(C(=O)OC)c(NC(=O)c2cc3nc(-c4ccc(C)cc4)cc(C(F)(F)F)n3n2)c1
 : 1%, -7%, 16%, 12%, 0%, 17%, 7%, 6%, 1%
COc1ccc(CCN2CC(C(=O)NCCc3ccccn3)CCC2=O)cc1 (configuration not stated)
 : -7%, 0%, -11%, 18%, -11%, 18%, 8%, 10%, -1%
O=C(CSc1ncccn1)N1CCc2ccccc2C1
 : 7%, 1%, 0%, -3%, -2%, 20%, -13%, 0%, -2%
CC(C)OCCCNc1nc2c([nH]1)c(=O)n(C)c(=O)n2C
 : 6%, 0%, 15%, 42%[activator], -13%, 31%, 17%, -2%, -13%
COc1ccccc1N1C(=O)CC(N2CCN(c3ccc(Cl)cc3)CC2)C1=O (configuration not stated)
 : -6%, 0%, 6%, 3%, 5%, 14%, 40%, 5%, -14%
CC(NC(=O)CN1C(=O)NC(Cc2ccccc2)(Cc2ccccc2)C1=O)C12CC3CC(CC(C3)C1)C2 (configuration not stated)
 : -5%, -12%, 3%, -20%, 9%, 33%, 7%[11.4 µM], i, -7%[11.4 µM]
CCOc1ccccc1OCCn1ncc2ccc(OC)c(OC)c2c1=O
 : 2%, 26%, 1%[57.1 µM], 4%, -6%, 44%[activator], 21%, 8%, -3%
COc1cc(CN2CCN(c3cccc(C)c3C)CC2)cc(Br)c1O
 : -7%, ?, -17%, 20%, -7%, ?, -43%, i, 2µM*
NC(=O)CC(NC(=O)Cc1cccc2ccccc12)c1ccc(NCCc2cccc(F)c2)c([N+](=O)[O-])c1 (configuration not stated)
 : 12%, ?, 23%, -5%, ?, 19%, -14%, -2%, -13%
CCn1c(C)cc(C(=O)CN2C(=O)c3ccccc3S2(=O)=O)c1C
 : 21%, -3%, -14%, -7%, -9%, -7%, -46%, i, -23%
NS(=O)(=O)c1ccc(NC(=O)CSc2nnc(COc3ccccc3Cl)n2C2CC2)cc1
 : 6%, 449%[activator], 6%[57.1 µM], 3%, -1%, 24%, 12%, -11%, -12%
Cc1cc(C)c(OCC(=O)Nc2ccccc2N2CCOCC2)c(C)c1
 : 12%, -19%, -11%, 0%, 10%, 47%[activator], 21%, 0%, -4%
CC(=O)NS(=O)(=O)c1ccc(NC(=O)CC23CC4CC(CC(Br)(C4)C2)C3)cc1
 : -7%, -11%, 31%[57.1 µM], -5%, -3%, 30%, -1%, -5%, -6%

An excerpt; rates above refer to the full screens.
